Screening data as filed in PubChem BioAssay.
Y pestis TopoI – inhibitors of Yersinia pestis topoisomerase I; Y. pestis Topo-I cleavage product accumulation, plate reader; activity, % at 10 µM; 360,000 tested, 0.064% active; AID 504884; in the data active = activity above about 50%, passing the limit was not always enough; inconclusive = no clear call, values can overlap the other calls; note: inactives centre near 2
3CLpro inhibitor – SARS-CoV 3CLpro protease inhibition; recombinant SARS-CoV 3CLpro, quenched FRET peptide cleavage; inhibition, % at 6 µM; 290,000 tested, 0.14% active; in the data active = inhibition above about 12%
BoNT-A LC inh2 – BoNT A light chain protease inhibition. inhibition, % at 10 µM. multiplex microsphere protease substrate cleavage, flow cytometry. 360,000 tested, 0.17% active; note: plate controls were buffer without enzyme for full effect and enzyme alone for no effect
TcdB inh – TcdB glycohydrolase inhibition | inhibition, % at 9.99 µM | P18177 | AID 652162 | 350,000 tested, 0.24% active | TcdB glycohydrolase enzymatic assay, plate reader; in the data active = inhibition above about 10%
Target sequence (P18177 whole entry, looked up): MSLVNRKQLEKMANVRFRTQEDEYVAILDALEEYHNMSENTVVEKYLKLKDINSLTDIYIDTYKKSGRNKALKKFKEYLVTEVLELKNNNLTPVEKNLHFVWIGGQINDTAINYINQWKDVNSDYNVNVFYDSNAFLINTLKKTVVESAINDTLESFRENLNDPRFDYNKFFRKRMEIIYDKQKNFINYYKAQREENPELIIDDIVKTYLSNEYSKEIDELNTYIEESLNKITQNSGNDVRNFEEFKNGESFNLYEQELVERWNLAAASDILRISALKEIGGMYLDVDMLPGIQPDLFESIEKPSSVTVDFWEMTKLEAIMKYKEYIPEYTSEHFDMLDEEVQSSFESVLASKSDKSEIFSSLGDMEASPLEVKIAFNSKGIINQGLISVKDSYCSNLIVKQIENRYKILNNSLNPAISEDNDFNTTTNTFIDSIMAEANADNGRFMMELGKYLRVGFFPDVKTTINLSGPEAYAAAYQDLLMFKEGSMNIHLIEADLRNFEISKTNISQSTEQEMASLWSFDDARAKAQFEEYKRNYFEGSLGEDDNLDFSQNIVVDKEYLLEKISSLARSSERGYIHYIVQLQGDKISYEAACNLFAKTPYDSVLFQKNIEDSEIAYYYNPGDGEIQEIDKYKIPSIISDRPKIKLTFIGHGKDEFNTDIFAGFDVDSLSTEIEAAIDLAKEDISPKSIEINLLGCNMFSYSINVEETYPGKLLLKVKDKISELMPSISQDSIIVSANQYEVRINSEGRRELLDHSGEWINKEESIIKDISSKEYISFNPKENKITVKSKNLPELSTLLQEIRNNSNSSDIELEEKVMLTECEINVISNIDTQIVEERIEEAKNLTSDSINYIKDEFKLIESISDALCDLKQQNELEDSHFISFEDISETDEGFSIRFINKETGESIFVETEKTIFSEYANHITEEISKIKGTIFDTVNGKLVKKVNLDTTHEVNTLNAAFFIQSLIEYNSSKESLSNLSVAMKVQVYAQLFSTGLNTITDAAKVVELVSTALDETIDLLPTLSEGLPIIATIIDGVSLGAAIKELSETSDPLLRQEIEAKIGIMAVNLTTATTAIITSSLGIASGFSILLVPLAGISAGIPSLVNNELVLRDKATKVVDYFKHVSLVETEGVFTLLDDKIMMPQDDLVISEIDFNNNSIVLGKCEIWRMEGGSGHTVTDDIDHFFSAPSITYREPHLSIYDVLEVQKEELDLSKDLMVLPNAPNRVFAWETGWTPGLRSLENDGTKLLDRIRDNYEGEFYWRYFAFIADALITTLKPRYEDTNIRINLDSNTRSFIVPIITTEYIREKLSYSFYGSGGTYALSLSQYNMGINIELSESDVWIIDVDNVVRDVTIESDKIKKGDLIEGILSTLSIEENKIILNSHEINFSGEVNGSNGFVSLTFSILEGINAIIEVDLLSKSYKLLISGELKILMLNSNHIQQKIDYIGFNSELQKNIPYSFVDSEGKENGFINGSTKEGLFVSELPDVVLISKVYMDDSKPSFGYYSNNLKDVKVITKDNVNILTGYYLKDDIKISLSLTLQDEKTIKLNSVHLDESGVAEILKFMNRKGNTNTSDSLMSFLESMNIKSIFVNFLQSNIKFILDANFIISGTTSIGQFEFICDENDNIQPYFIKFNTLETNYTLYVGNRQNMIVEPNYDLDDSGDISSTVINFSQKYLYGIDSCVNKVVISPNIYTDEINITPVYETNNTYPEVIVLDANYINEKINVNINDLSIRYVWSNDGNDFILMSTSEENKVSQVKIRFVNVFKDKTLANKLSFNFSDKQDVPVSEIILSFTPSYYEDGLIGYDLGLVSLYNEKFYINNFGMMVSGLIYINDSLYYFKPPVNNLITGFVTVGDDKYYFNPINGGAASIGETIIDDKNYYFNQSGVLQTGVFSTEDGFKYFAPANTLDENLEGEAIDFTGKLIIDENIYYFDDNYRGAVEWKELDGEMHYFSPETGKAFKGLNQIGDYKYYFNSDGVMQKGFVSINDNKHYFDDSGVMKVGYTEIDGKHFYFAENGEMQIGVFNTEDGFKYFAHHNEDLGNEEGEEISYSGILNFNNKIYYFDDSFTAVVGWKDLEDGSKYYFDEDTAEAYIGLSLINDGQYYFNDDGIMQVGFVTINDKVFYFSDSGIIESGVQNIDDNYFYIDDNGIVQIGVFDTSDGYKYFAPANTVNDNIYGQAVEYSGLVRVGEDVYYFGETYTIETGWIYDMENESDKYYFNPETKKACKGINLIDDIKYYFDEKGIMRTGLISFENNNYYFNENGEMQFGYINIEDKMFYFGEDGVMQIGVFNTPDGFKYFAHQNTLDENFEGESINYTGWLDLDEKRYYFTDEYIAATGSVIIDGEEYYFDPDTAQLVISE
Anthrax LF inh2 – blocks Bacillus anthracis lethal factor protease | inhibition, % at 10 µM | P15917 | 360,000 tested, 0.12% active | multiplex microsphere protease cleavage assay, LF | AID 588501; note: plate controls were buffer without enzyme for full effect and enzyme alone for no effect
SSB-PriA inh – blocks PriA binding to SSB C-terminal tail. AlphaScreen SSBct-PriA binding, biotinylated peptide. inhibition, % at 33 µM. 430,000 tested, 0.6% active. AID 1272365; in the data active = inhibition mostly above about 37%, no sharp cut-off; inactive = mostly below about 20%;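 note: plate controls were negative control peptide for no effect and reference peptide for full effect; strong numbers were not always called active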
Vc quorum ag – quorum light induction in luxS cqsA deficient V. cholerae; V. cholerae BH1578 lux reporter, luminescence, 6 h; AID 588436; 350,000 tested, 0.16% active; activation, % at 18.7 µM; in the data active = activation mostly above about 9.7%, no sharp cut-off; inconclusive = no clear call, values can overlap the other calls; inactive = mostly below about 3.7%; note: not every result past the cut was called active; inactives centre near 0; reference of the scale not given here
PfHsp40 yeast – rescue of PfHsp40-mediated yeast toxicity | S. cerevisiae expressing PfHsp40, growth rescue, ATP luminescence | growth rescue, % at 12.5 µM | 340,000 tested, 0.68% active | AID 504582; in the data active = growth rescue above about 28%, passing the limit was not always enough; inconclusive = no clear call, values can overlap the other calls;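 note: yeast W303a lacking pdr1 and pdr3 grown in galactose medium; growth measured after three days at 30 °C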
PrPC surface inh – reduces human prion protein on the cell surface; cell surface PrPC, TR-FRET read-out; inhibition, % at 13.8 µM; 370,000 tested, 0.43% active; AID 720596; in the data active = inhibition above about 24%; note: 0% = median of the test wells and 100% = reference compound wells
* marks the source's active call; other numbers are inactive results; i = inactive; ? = inconclusive; nt = not tested or not shown. Cut-off read from the data, not from the text of the source, unless noted: active = inhibition above about 30%; inconclusive = no clear call, values can overlap the other calls; inactive = below that.

Compound	3CLpro inhibitor	PrPC surface inh	Vc quorum ag	Anthrax LF inh2	Y pestis TopoI	SSB-PriA inh	BoNT-A LC inh2	TcdB inh	PfHsp40 yeast
CCOc1cccc2cc(C(=O)N3CC(C)OC(C)C3)c(=O)oc12 (stereo not given)	-2	-7	-0.1	-1	-9	-4	1.4	0.9	-1.9
CCCN1CCN(C(=S)Nc2ccccc2C(F)(F)F)CC1	1	2	-0.6	1	0	-13	0.4	1.5	-0.7
CC(C)NS(=O)(=O)c1cc(C(=O)O)ccc1Cl	1	11	-0.6	2	-4	-12	-0.2	-0.7	0.5
C=CCNc1ccc(N2C(=O)CCCC2=O)cc1[N+](=O)[O-]	-6	-32	-1.9	8	0	-9	1.5	0.8	-0.5
O=C(Nc1ccc2nc3n(c(=O)c2c1)CCCC3)c1cc([N+](=O)[O-])ccc1F	-4	nt	-0.2	-2	-6	7	-0.6	nt	0.2
CC1CC(c2ccccc2)n2nc(N3C(=O)c4ccccc4C3=O)nc2N1 (stereo not given)	-1	-3	i	-1	-2	-4	0.2	nt	-0.9
O=C(COC(=O)c1ccc2c(c1)OCO2)NC1CCS(=O)(=O)C1 (stereo not given)	6	2	i	1	-6	-1	0.3	nt	-1.2
Cc1ccc(NC(=O)CC(C)CC2=NS(=O)(=O)c3ccccc3N2)cc1 (stereo not given)	0	-7	-0.2	-4	-3	-3	-0.4	-0.2	1.2
CC(=O)Nc1ccc(NC(=O)C(C)OC(=O)CCCc2c[nH]c3ccccc23)cc1 (stereo not given)	nt	6	-0.6	-4	0	8	1.1	3.4	-0.3
Cc1ccc(-c2n[nH]c(=S)n2/N=C/c2c(C)nn(-c3ccccc3)c2C)cc1	3	6	0.0	2	-2	nt	0.0	nt	1.9

As a working copy, some entries already given:
Compound	3CLpro inhibitor	PrPC surface inh	Vc quorum ag	Anthrax LF inh2	Y pestis TopoI	SSB-PriA inh	BoNT-A LC inh2	TcdB inh	PfHsp40 yeast
CC1CC(c2ccccc2)n2nc(N3C(=O)c4ccccc4C3=O)nc2N1 (stereo not given)	-1	-3	i	-1	-2	-4	0.2	nt	-0.9
O=C(COC(=O)c1ccc2c(c1)OCO2)NC1CCS(=O)(=O)C1 (stereo not given)	6	2	i	1	-6	-1	0.3	nt	-1.2

Further compounds follow:
Compound	3CLpro inhibitor	PrPC surface inh	Vc quorum ag	Anthrax LF inh2	Y pestis TopoI	SSB-PriA inh	BoNT-A LC inh2	TcdB inh	PfHsp40 yeast
Cn1c(N)c(C(=O)COC(=O)C2CCCCC2)c(=O)n(C)c1=O	2	5	i	-5	7	-17	-0.3	0.0	4.7
CC(=O)Nc1cccc(OCC(=O)NS(=O)(=O)c2ccc(C)cc2)c1	0	nt	i	-10	-9	4	-2.0	1.6	-1.0
COc1ccccc1-n1c(CCn2nc(C)c(Br)c2C)n[nH]c1=S	0	-2	-0.2	-1	3	-7	-0.9	0.8	-0.9
O=C(COC(=O)c1cccc(S(=O)(=O)N2CCCCC2)c1)NC1CCCc2ccccc21 (stereo not given)	0	-5	-0.2	-2	9	-6	-0.2	nt	-0.1
CCn1c(SCC(=O)Nc2nccs2)nnc1-c1cc2cccc(OC)c2o1	3	1	1.4	8	3	-13	-0.6	nt	0.0
COc1ccc(Cc2nnc(NC(=O)c3cccc([N+](=O)[O-])c3)s2)cc1	2	4	i	0	7	-9	0.6	nt	-1.2
COC(=O)c1cccc2c1C(=O)c1cc([N+](=O)[O-])ccc1-2	nt	-6	i	3	1	nt	-0.4	0.9	nt
COc1ccc(-c2n[nH]c(=S)n2-c2ccc(Br)cc2)cc1OC	2	6	-2.0	-10	7	1	-2.8	2.2	-0.2
O=C(CCN1C(=O)C2C3C=CC(C4CC34)C2C1=O)Nc1ccc(Cl)cc1O (stereo not given)	0	-5	0.7	-1	3	-7	-3.0	1.3	-1.0
Nc1nnc(N2CCc3ccccc32)s1	-1	8	-0.2	0	2	-15	-0.5	4.9	-1.0

A second format for part of the listing above:
COC(=O)c1cccc2c1C(=O)c1cc([N+](=O)[O-])ccc1-2
  3CLpro inhibitor: nt
  PrPC surface inh: -6
  Vc quorum ag: i
  Anthrax LF inh2: 3
  Y pestis TopoI: 1
  SSB-PriA inh: nt
  BoNT-A LC inh2: -0.4
  TcdB inh: 0.9
  PfHsp40 yeast: nt
COc1ccc(-c2n[nH]c(=S)n2-c2ccc(Br)cc2)cc1OC
  3CLpro inhibitor: 2
  PrPC surface inh: 6
  Vc quorum ag: -2.0
  Anthrax LF inh2: -10
  Y pestis TopoI: 7
  SSB-PriA inh: 1
  BoNT-A LC inh2: -2.8
  TcdB inh: 2.2
  PfHsp40 yeast: -0.2

Structures shown so far with a Cl atom, in the order listed:
Compound	3CLpro inhibitor	PrPC surface inh	Vc quorum ag	Anthrax LF inh2	Y pestis TopoI	SSB-PriA inh	BoNT-A LC inh2	TcdB inh	PfHsp40 yeast
CC(C)NS(=O)(=O)c1cc(C(=O)O)ccc1Cl	1	11	-0.6	2	-4	-12	-0.2	-0.7	0.5
O=C(CCN1C(=O)C2C3C=CC(C4CC34)C2C1=O)Nc1ccc(Cl)cc1O (stereo not given)	0	-5	0.7	-1	3	-7	-3.0	1.3	-1.0

The list continues:
Compound	3CLpro inhibitor	PrPC surface inh	Vc quorum ag	Anthrax LF inh2	Y pestis TopoI	SSB-PriA inh	BoNT-A LC inh2	TcdB inh	PfHsp40 yeast
Cc1ccc(C)c(NC(=O)c2cccc(Oc3ccc([N+](=O)[O-])cc3Cl)c2)c1	2	5	i	-2	-4	5	-0.2	0.2	2.3
Cc1cc(Nc2ccccc2)nc(-c2ccccc2O)n1	5	5	i	2	-14	-25	-0.7	nt	0.9
O=C(CN1C(=O)C2C3C=CC(C3)C2C1=O)Nc1nc(SCc2ccc(Cl)cc2)n[nH]1 (stereo not given)	1	14	-0.2	-6	0	-12	-0.5	nt	1.1
COc1ccc(N2CCN(C(=O)c3ccc(NS(=O)(=O)c4ccc(F)cc4)cc3)CC2)cc1	-1	8	i	-1	31	9	0.1	nt	0.0
O=C(CN1CCC(C(O)(c2ccccc2)c2ccccc2)CC1)Nc1cc(Cl)ccc1Cl	0	-8	1.8	1	4	-3	1.4	-0.4	1.1
CC(C)N1CC2(c3ccccc3)CN(C(C)C)CC(c3ccccc3)(C1)C2=O	-2	-5	i	-6	5	-7	-0.4	nt	-1.5
c1cnc2c(OCc3cn4cccnc4n3)cccc2c1	-1	-7	-0.6	-7	1	43*	-0.4	nt	0.2
O=C(c1cnn2c(C(F)F)cc(-c3ccccc3)nc12)N1CCSCC1	0	-1	-0.2	-21	-12	-4	0.0	nt	-0.4
Cn1cc(C(=O)OCC(=O)N2CCCC2)c2ccccc21	nt	0	i	nt	-5	2	nt	-0.9	-0.9
O=S(NC1CCCCC1)C12CC3CC(CC(C3)C1)C2 (stereo not given)	2	5	i	-3	3	-1	0.6	nt	0.2

Later entries.
Compound	3CLpro inhibitor	PrPC surface inh	Vc quorum ag	Anthrax LF inh2	Y pestis TopoI	SSB-PriA inh	BoNT-A LC inh2	TcdB inh	PfHsp40 yeast
CCN1CCN(S(=O)(=O)c2cccc3nsnc23)CC1	0	-33	-2.0	5	7	-9	0.0	0.7	-0.5
Nc1nc(NCC(=O)O)nc(NCc2ccccc2)c1[N+](=O)[O-]	1	-6	-0.6	1	-6	6	2.1	0.6	-1.0
CCCn1c2ccc(C)cc2c2n[nH]c(=S)nc21	-3	-3	0.7	-8	2	2	-1.4	0.7	-1.2
CCOC(=O)C1CCN(C(=O)CNS(=O)(=O)c2ccc(Br)s2)CC1	-3	3	-1.9	2	0	-7	0.8	nt	0.7
Cc1ncc(CN2CCC(C(=O)Nc3cccc(-c4cscn4)c3)CC2)cn1	-6	-4	i	4	0	-13	1.5	1.8	-1.0
CCCCn1c(N)c(N(CC)C(=O)c2ccco2)c(=O)[nH]c1=O	nt	1	-0.4	-4	-3	7	0.0	0.5	-1.3
Cc1ccccc1N1CCN(c2ccccc2NC(=O)/C=C\C(=O)O)CC1	nt	5	-0.6	1	-4	-7	0.9	1.4	-0.3
COc1ccc(OC)c(CN2CCCC(CO)C2)c1 (stereo not given)	-6	-9	-0.3	-3	0	1	-0.8	0.6	1.6
COc1ccc(C(CCN(Cc2ccc(OC)c(OC)c2)C(=O)CCl)c2ccccc2)cc1 (stereo not given)	34*	5	-0.2	-1	12	22	-0.6	nt	-0.1
CN1CCN(C(=O)CN(Cc2ccccc2)S(C)(=O)=O)CC1	3	3	-0.2	1	5	-14	0.0	nt	-1.5

Continuation:
Compound	3CLpro inhibitor	PrPC surface inh	Vc quorum ag	Anthrax LF inh2	Y pestis TopoI	SSB-PriA inh	BoNT-A LC inh2	TcdB inh	PfHsp40 yeast
CSCC(C)N1CCC(N2CCC(C(=O)NCc3ccccn3)CC2)CC1 (stereo not given)	1	-4	i	2	5	-8	-2.5	0.4	-0.3
Cn1c(/C(C#N)=C/C2CC=CCC2)nc2ccccc21 (stereo not given)	-8	9	-4.2	-4	-2	-20	-0.1	nt	-2.1
CC(=O)Nc1ccc(C(=O)/C=C/c2ccc[nH]2)cc1	2	-2	0.0	-9	0	-4	?	0.8	0.9
COCCCNC(=O)/C=C/c1ccc(Cl)cc1	3	0	-6.7	0	-3	-18	-0.7	-0.3	-0.2
Cc1c(Cl)c([N+](=O)[O-])nn1CC(=O)NC12CC3CC(CC(C3)C1)C2	7	4	i	0	1	-15	1.3	nt	-1.1
CCC(=O)Nc1cc(Cl)ccc1C(=O)O	-2	2	i	2	-9	-13	?	0.3	-0.9
Cc1nn(Cc2ccccc2)c(Cl)c1C(=O)OCc1nnc(-c2ccccc2)o1	1	-1	2.1	-1	32	-18	-1.9	nt	16
CCCCn1c(SCc2nc(N)nc(N3CCCCC3)n2)nc2c1c(=O)n(C)c(=O)n2C	-5	1	i	0	14	-10	0.7	nt	-0.5
Cc1cc(C)c2c(N)c(C(=O)c3ccccc3)sc2n1	5	-11	-1.4	-2	3	-11	-0.9	1.6	nt
O=C(Nc1ccc(S(=O)(=O)Nc2nccs2)cc1)c1c(F)c(F)c(F)c(F)c1F	1	1	-0.5	4	-14	7	0.3	0.9	0.1

Other compounds follow:
Compound	3CLpro inhibitor	PrPC surface inh	Vc quorum ag	Anthrax LF inh2	Y pestis TopoI	SSB-PriA inh	BoNT-A LC inh2	TcdB inh	PfHsp40 yeast
COc1cccc(-n2c(/C=C/c3ccccn3)nc3ccccc3c2=O)c1	2	-6	i	-5	-2	1	-2.0	1.1	-1.1
COc1ccccc1N1CCN(C(=O)c2cc(-c3ccc(F)cc3)on2)CC1	0	9	i	-4	36	-5	-1.6	0.0	1.9
Cc1ccc2c(c1)N(CC(=O)NC1CCCCC1C)C(=O)CO2 (stereo not given)	-2	-1	nt	7	10	-19	1.6	nt	1.0
CCCCC1=CC2=C(c3ccco3)C(=O)C(C)(OC(=O)c3ccc(OC)cc3)C(=O)C2=CN1Cc1ccccc1 (stereo not given)	nt	31*	i	9	2	2	2.5	0.6	0.2
O=C(Nc1cccc(S(=O)(=O)NC2=NCCC2)c1)c1ccc(F)cc1	nt	4	0.5	0	-1	-13	1.9	0.6	0.3
O=C(CN1c2cccc3cccc(c23)S1(=O)=O)Nc1ccc(F)c(F)c1F	nt	3	-0.4	-10	8	-4	-0.4	2.6	-0.6

A portion of the library; the hit share may differ from the screen's.
